FID counter: counter-screen for HCV NS3 helicase inhibitors: DNA intercalator displacement; DNA fluorescent intercalator displacement, fluorescence; inhibition, % at 7.9 µM; 290,000 compounds, 0.17% hits; AID 1845; in the data active = inhibition above about 37%;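 note: 0% = vehicle and 100% = reference compound; higher means more ethidium bromide displaced from hairpin DNA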
MEKK3 PB1 HTS: modulators (inhibitors or enhancers) of MEK5 binding to human MEKK3 PB1 domain; Q99759; bead-based flow cytometry, Alexa488-MEK5 binding to MEKK3; actives lie on both sides; 0 = blocked by unlabeled MEK5, 100 = vehicle; binding response (% of control), % at 10 µM; 290,000 compounds, 1.4% hits; AID 1529;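 active = binding response more than 3 SD above or below the average of its plate-row segment, actives on both sides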;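 note: Alexa488 bead fluorescence after subtracting the streptavidin-only scavenger bead signal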
Target sequence (Q99759 whole entry, looked up, the tested form may be a part): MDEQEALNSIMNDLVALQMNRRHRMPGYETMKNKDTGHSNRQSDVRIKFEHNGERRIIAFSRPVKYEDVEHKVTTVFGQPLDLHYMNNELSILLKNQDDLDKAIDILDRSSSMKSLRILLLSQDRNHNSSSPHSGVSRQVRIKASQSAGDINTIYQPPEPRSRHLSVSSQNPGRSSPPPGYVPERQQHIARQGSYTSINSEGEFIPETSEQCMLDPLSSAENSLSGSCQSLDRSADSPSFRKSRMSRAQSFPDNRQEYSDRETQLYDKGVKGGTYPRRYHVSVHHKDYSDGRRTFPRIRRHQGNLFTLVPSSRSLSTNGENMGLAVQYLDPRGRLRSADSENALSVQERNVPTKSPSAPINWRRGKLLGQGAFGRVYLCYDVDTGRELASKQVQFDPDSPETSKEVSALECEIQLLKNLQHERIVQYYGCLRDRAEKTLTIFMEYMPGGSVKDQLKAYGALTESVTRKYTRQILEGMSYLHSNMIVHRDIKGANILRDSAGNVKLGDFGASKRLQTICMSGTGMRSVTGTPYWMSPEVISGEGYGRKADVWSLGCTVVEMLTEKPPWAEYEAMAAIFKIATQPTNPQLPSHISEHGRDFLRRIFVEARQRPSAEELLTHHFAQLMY
SUMO HTRF inh: blocks human SUMOylation mediated by UBC9. P63279. HTRF SUMOylation assay, SAE1/SAE2 + UBC9, in vitro. inhibition, % at 35 µM. 290,000 compounds, 0.36% hits. AID 2006; in the data active = inhibition above about 50%, passing the limit was not always enough; note: strong numbers were not always called active
Target sequence (P63279 whole entry, looked up): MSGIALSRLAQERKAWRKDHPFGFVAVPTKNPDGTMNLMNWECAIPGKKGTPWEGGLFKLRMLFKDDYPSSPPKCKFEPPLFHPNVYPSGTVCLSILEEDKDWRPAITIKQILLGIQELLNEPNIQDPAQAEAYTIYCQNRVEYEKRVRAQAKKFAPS
MEKK2 mut-MEK5: signal of MEK5 binding to mutant human MEKK2 PB1 domain | bead flow cytometry, Alexa488-MEK5 binding to MEKK2 mutant | percent response, % at 10 µM | AID 1530 | 290,000 compounds, 0.35% hits; in the data active = percent response above about 24%, passing the limit was not always enough; note: inactives centre near 1; some results filed as inactive read as strong as hits; reference of the scale not given here
NS3 helicase inh: inhibitors of Hepatitis C virus NS3 helicase | 290,000 compounds, 0.56% hits | inhibition, % at 10.9 µM | NS3 helicase DNA unwinding, Cy5 molecular beacon fluorescence | AID 1800;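 active = inhibition above the mean of all tested compounds plus 3 SD, set per campaign, cut at about 35% in these data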;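 note: 0% = DMSO wells and 100% = thioflavine S control wells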
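Assay system: hepatitis C virus NS3 helicase domain fragment enzyme. Also added: annealed dual-labelled DNA beacon duplex, ATP-started. Timing: 1 h reaction at 25 °C, ATP-initiated. Technique: Cy5 fluorescence at 0 and 60 min, beacon hairpin quenching. Evaluation: % inhibition of unwinding. Replication: one well per compound.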
MEKK2 WT-MEK5: raises or lowers MEK5 binding to wildtype human MEKK2 PB1 domain. Q9Y2U5. bead flow cytometry, Alexa488-MEK5 binding to MEKK2 WT; actives lie on both sides. binding response (% of control), % at 10 µM. 290,000 compounds, 1.1% hits. AID 1531; in the data active = binding response below about 67% or above about 130%
CRFR2-BP antag: blocks CRF-induced signaling of the CRF-BP/CRF-R2 complex; HEK293 CRF-R2/CRF-BP, CRF-induced calcium fluorescence; inhibition, % at 11.8 µM; 350,000 compounds, 0.59% hits; AID 588475;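 active = inhibition of the ligand-induced calcium signal above about 50% at the single tested concentration, limit read from the data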
GalR3 antagonist: antagonists of human GalR3; O60755; HEK293 GalR3-CNG cAMP membrane potential fluorescence; galR3 body fused to GalR1 C-terminus; inhibition, % at 3 µM; 360,000 compounds, 0.44% hits;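 active = inhibition above the screen-wide average plus 3 SD, cut at about 13% in these data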;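 note: forskolin and galanin both at EC90 stimulate the cells; cAMP rise reported by CNG channel membrane potential dye signal; 0% = forskolin plus galanin with DMSO and 100% = forskolin alone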
Target sequence (O60755 1-299 limits assumed): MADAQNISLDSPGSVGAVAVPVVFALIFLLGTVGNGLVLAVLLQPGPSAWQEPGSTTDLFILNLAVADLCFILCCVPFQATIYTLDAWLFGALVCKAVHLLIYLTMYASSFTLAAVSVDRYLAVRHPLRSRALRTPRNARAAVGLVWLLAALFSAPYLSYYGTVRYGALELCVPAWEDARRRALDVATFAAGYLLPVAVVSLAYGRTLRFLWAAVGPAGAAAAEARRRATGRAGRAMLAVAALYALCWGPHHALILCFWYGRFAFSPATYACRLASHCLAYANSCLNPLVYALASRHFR
CRFBP-R2 agonist: CRF-BP/CRF-R2 complex agonism | HEK293 CRF-R2/CRF-BP, calcium dye fluorescence (FLIPR); percent of saturating CRF peptide response | activation, % at 13.2 µM | 350,000 compounds, 0.46% hits;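 active = activation of at least 50%, plus an integration ratio under a set limit after plate pattern correction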;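 note: plate controls were neutral control wells without compound for no effect and CRF at EC100 for full effect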
* marks the source's active call; other numbers are inactive results; nt = no result given. Not all compounds are listed (hit frequency here may not be typical).

no.	SMILES	FID counter	MEKK3 PB1 HTS	SUMO HTRF inh	MEKK2 mut-MEK5	NS3 helicase inh	MEKK2 WT-MEK5	CRFR2-BP antag	GalR3 antagonist	CRFBP-R2 agonist
1	O=C(N/N=C1/CCCc2ccccc21)c1cc([N+](=O)[O-])cc([N+](=O)[O-])c1	0	112	19	-1	5	100	nt	-9	nt
2	Cc1ccc(CC2CC(=O)N(c3nc4ccccc4n3C)C2=O)cc1 (centres undefined)	-5	102	13	2	6	101	-18	-4	-2.9
3	COc1ccc(OCCCC(=O)Nc2ccc3c(c2)OCO3)cc1	-3	98	14	-6	-5	98	7	-3	-1.1
4	O=C(NNS(=O)(=O)c1ccc(F)cc1)C1CCN(S(=O)(=O)c2ccccc2)CC1	-7	102	15	-4	1	96	-11	1	0.8
5	COc1ccc(/C=N/NC(=O)c2cccnc2)c(C(=O)O)c1OC	-2	100	8	3	-1	98	7	-3	-0.4
6	Cc1ccc(O)c(C2=NCCNC(C(F)(F)F)=C2)c1	3	102	9	0	6	97	8	3	-0.6
7	O=C(NCc1ccc(F)cc1)c1ccc(CS(=O)Cc2ccccc2Cl)o1 (centres undefined)	-37	98	3	2	4	99	-12	4	8.4
8	Cc1nn(-c2ccccc2)c(N)c1N=Nc1ccc(Cl)cc1	-8	109	-17	0	-24	104	-57	-4	0.1
9	COc1ccc(-c2nn(-c3ccccc3)cc2C(=O)NC(=S)NNC(=O)c2ccncc2)cc1	-37	100	-78	2	6	98	-19	-7	12
10	COc1ccc(CN2CCN(Cc3nc4ccccc4s3)CC2CCO)c(C)c1C (centres undefined)	7	97	3	-6	-17	93	-12	-7	-1.2
11	CC(=O)N1c2ccc(S(=O)(=O)N3CCCCC3)cc2CC1C(=O)NCc1ccccc1C (centres undefined)	-32	98	-7	5	1	100	-3	3	0.1
12	Cc1cc(C)n(CC(=O)N/N=C/c2ccc(C)o2)n1	-2	102	9	4	1	103	24	2	0.5
13	Cc1cccc(N2CCN(C(=O)Cn3ccc4ccccc4c3=O)CC2)c1C	-30	103	5	3	-6	102	20	-5	-4.7
14	CN(CC(=O)Nc1ccc(F)cc1)C(=O)c1ccccc1OCc1ccc(F)cc1	-28	107	-3	10	-1	114	-8	-4	-1.6
15	C=CCn1c(N2CCCCCC2)nc2c1c(=O)[nH]c(=O)n2C	-19	nt	-2	nt	2	nt	5	-3	-3.8
16	Cc1ccc(-n2nnnc2CN2CCCCC2)cc1	-4	100	9	2	-1	104	-37	-3	0.1
17	O=C(Nc1nccs1)c1ccc2c(c1)OCO2	-4	99	4	5	-3	106	-4	-9	-0.8
18	CC(=O)c1cccc(NC(=O)CCc2nnc3ccc(N4CCN(C)CC4)nn23)c1	5	101	13	7	-1	103	2	3	3.9
19	O=C1CSC(c2ccccc2F)N1 (centres undefined)	1	63	9	-19	25	71	-1	4	0.2
20	O=C(O)CC1(CC(=O)Nc2cc(F)ccc2Cl)CCCCC1	-3	134*	0	28	0	131	2	-2	-0.5
21	C=Cn1c(C(=O)O)ccc1-c1ccc(CC)cc1	-3	103	-4	14	26	94	1	1	-0.5
22	O=C(COc1ccccc1)N1CCN(C(=O)COc2ccccc2)CC1	-13	101	-5	2	-3	103	-3	nt	-0.8
23	COc1ccc(NC(=O)c2sccc2C)c([N+](=O)[O-])c1	6	108	5	4	-1	110	-8	3	-0.2
24	Cc1ccc(C(c2nnnn2Cc2cccs2)N2CCN(C(=O)c3ccco3)CC2)cc1 (centres undefined)	-30	105	-7	5	-16	107	-60	2	-1.3
25	CN1C(=O)CSc2ccc(NC(=O)NCc3cccnc3)cc21	-10	89	10	-2	1	76	-1	-7	-0.8

(further entries)
no.	SMILES	FID counter	MEKK3 PB1 HTS	SUMO HTRF inh	MEKK2 mut-MEK5	NS3 helicase inh	MEKK2 WT-MEK5	CRFR2-BP antag	GalR3 antagonist	CRFBP-R2 agonist
26	CC(C)CN(C(=O)COC(=O)CNC(=O)c1ccc(Cl)cc1)C1CCS(=O)(=O)C1 (centres undefined)	-14	86	-9	-9	9	91	-3	-3	2.8
27	O=C(Nc1ccc(OC(F)(F)F)cc1)C1=NCCN1	1	86	4	-2	1	93	-5	-6	0.8
28	CC(C)(C)OC(=O)NCCCC[C@H](NC(=O)c1[nH]cnc1C(=O)Nc1ccc(CNC(=O)OC(C)(C)C)cc1)C(=O)OC(C)(C)C	nt	97	-18	-3	nt	96	-3	-6	6.0
29	COc1ccc(N(C(C)C(=O)Nc2ccc(S(=O)(=O)N3CCOCC3)cc2)S(C)(=O)=O)cc1 (centres undefined)	-19	100	4	-9	5	90	9	-6	-1.2
30	NC(=O)NC(=O)COC(=O)c1ccccc1OCc1ccc(F)cc1	-5	99	36	-3	14	101	7	-5	-2.5
31	Cc1ccc(Nc2nnc(C3C(=O)N(C)C4(C)CC3c3cc(Br)ccc3O4)s2)cc1 (centres undefined)	-19	69	2	-1	-5	91	-97	-2	14
32	O=C(NCCc1cn2ccccc2n1)c1cc(COc2ccc3ncccc3c2)on1	-3	99	20	-3	9	94	-8	-2	-0.6
33	Cc1ccc(NC(C)C(=O)N/N=C/c2ccc([N+](=O)[O-])s2)cc1 (centres undefined)	15	92	12	-1	-7	94	-21	-5	-1.7
34	Cc1oc(-c2cccc(F)c2)nc1CN1CCCCC1CCc1ccccn1 (centres undefined)	4	103	16	5	-3	109	6	-7	-0.6
35	Cc1[nH]c2ccccc2c1-c1csc(NC(=O)CSCC(=O)O)n1	-24	101	0	2	14	97	5	1	-2.0
36	O=C(Nc1nnc(-c2ccccc2SCc2ccccc2F)s1)Nc1ccccc1F	-1	93	52*	-7	-2	94	-4	1	6.2
37	Nc1ccc2nc(SCC(=O)Nc3ccc(N4CCOCC4)c(Cl)c3)sc2c1	1	135*	-6	1	-6	106	-2	-3	0.8
38	O=C(NC(Cc1c[nH]c2ccccc12)C(=O)Nc1ccc(F)cc1)c1cccs1 (centres undefined)	2	128*	-3	3	-2	106	-9	2	-1.3
39	CC1Cc2nc(SCC(=O)NCC3CCCO3)n(-c3ccc(F)cc3)c(=O)c2S1 (centres undefined)	-14	96	9	0	-1	100	-3	-3	-0.4
40	C=CCN1CC2(c3ccccc3)CN(CC=C)CC(c3ccccc3)(C1)C2=O	-1	106	12	9	3	107	-22	-6	1.6
41	COc1cc2c(cc1OC)C(C)N(Cc1ccc3c(c1)OCO3)CC2 (centres undefined)	1	104	7	2	3	103	10	-2	3.2
42	N#Cc1c(-c2cccs2)nc(SCC(=O)c2ccc(Br)cc2)[nH]c1=O	-15	103	1	3	26	100	14	0	-1.3
43	Cc1ccccc1NC(=O)NCC1CCN(c2ccc(S(=O)(=O)N3CCOCC3)cc2)CC1	-38	102	18	4	-5	105	-3	-7	0.3
44	Cc1ccccc1NC(=O)C12CC3CCC1(C)C3(C)CO2 (centres undefined)	-4	102	11	0	-10	99	17	-5	1.8
45	Cc1ccccc1C(=O)NN1C(=O)CSC1=S	-3	83	-4	-2	13	78	7	-3	0.5
46	COc1ccc(-c2nc(CN3CCN(Cc4cccc(F)c4)CC3)c(C)o2)cc1	-2	110	16	12	-21	112	3	-9	0.9
47	Cc1ccc(C(C(=O)NCC2CCCO2)N(C(=O)c2snc(C(N)=O)c2N)c2ccc(C)c(C)c2)o1 (centres undefined)	-42	103	-11	2	-5	103	-30	-10	0.6
48	CCN1CCCC1CN(Cc1cc2ccc(C)cc2[nH]c1=O)C(=S)Nc1ccc(OC)cc1OC (centres undefined)	-3	96	15	0	-34	101	-18	-1	1.7
49	COc1ccccc1-c1c(C)oc2c(CN3CCOCC3)c(O)ccc2c1=O	-13	101	34	7	9	101	17	-7	-3.6
50	CCN(CC)c1ccc(CNc2nc3ccccc3n2C(C)C)cc1	4	101	6	7	-20	111	2	-8	-0.2

Next section.
no.	SMILES	FID counter	MEKK3 PB1 HTS	SUMO HTRF inh	MEKK2 mut-MEK5	NS3 helicase inh	MEKK2 WT-MEK5	CRFR2-BP antag	GalR3 antagonist	CRFBP-R2 agonist
51	CCCNC(=O)N1CCN(Cc2ccco2)CC1	1	98	11	-6	5	95	7	-3	-1.1
52	O=S(=O)(CCOc1ccccc1)c1nc2ccccc2[nH]1	-5	104	14	1	4	103	0	0	-0.6
53	O=C(O)c1cn[nH]c1-c1cccc([N+](=O)[O-])c1	-2	102	6	6	9	100	9	2	-1.1
54	O=C(Nc1ccccc1NC(=O)c1ccccc1F)c1ccccc1F	-5	103	0	2	-7	105	28	-7	0.1
55	CC1CCN(C(=O)Cn2c(=O)n(-c3ccc(F)cc3)c(=O)c3sccc32)CC1	-3	96	5	-9	6	94	15	-3	-1.1
56	O=C(NN1C(=O)C2C(C1=O)C1C=CC2C12CC2)c1ccc(Cl)cc1 (centres undefined)	-6	100	-8	6	13	99	-7	-5	-0.9
57	CC1CCC(NC(=O)CCNS(=O)(=O)c2ccc3c(c2)CCC(=O)N3)CC1 (centres undefined)	-7	98	nt	6	-3	100	2	-7	0.8
58	CCCCCCCCCCCCCCCC[n+]1ccc(C(N)=O)cc1	19	106	14	1	-61	139*	5	-8	19
59	O=C(c1cccc(N2C(=O)C3C4C=CC(C4)C3C2=O)c1)N1CCCCCC1 (centres undefined)	-13	104	12	6	2	105	-5	6	-0.4
60	CCSc1nnc(NC(=O)CSc2nc3c(c(=O)n2CCOC)SC(C)C3)s1 (centres undefined)	nt	99	-21	7	nt	100	9	nt	-0.9
61	CCOc1ccc2cc(S(=O)(=O)N3CCOCC3)ccc2c1	-5	101	-9	0	2	95	10	-5	0.9
62	COc1ccc(-n2cnc3cc(NCc4cccs4)ccc32)cc1	-14	nt	-5	nt	-23	nt	-27	-3	1.8
63	O=S(=O)(NCCSCc1c(Cl)cccc1Cl)c1ccc2c(c1)OCCO2	-11	98	-15	-5	-9	93	-4	-8	0.8
64	Cc1c(NC(=S)N2CCN(c3ccc(F)cc3)CC2)c(=O)n(-c2ccccc2)n1C	-7	97	4	2	-2	100	-12	-5	-0.1
65	CC(=O)Nc1ccc(NC(=O)COc2ccc(S(=O)(=O)NC(C)c3ccccc3)cc2)cc1 (centres undefined)	-26	92	13	-9	-3	89	-1	-4	-1.4
66	O=C(O)CC(c1cccc([N+](=O)[O-])c1)N1Cc2ccccc2C1=O (centres undefined)	-4	96	11	-1	7	99	4	-4	0.6
67	COc1ccc2c([N+](=O)[O-])c(Cl)[nH]c2c1	1	92	16	4	2	-6.0*	8	-4	0.6
68	Cc1cc(=O)[nH]c(SCC(=O)Nc2nnc(CC(C)C)s2)n1	1	102	-21	2	0	100	25	-1	0.5
69	CCn1cc(C(=O)OCc2ccc(F)cc2)c(=O)c2ccc(C)nc21	-25	102	19	6	-8	100	-9	0	-9.2
70	Cc1onc(-c2ccccc2)c1C(=O)Nc1ncc([N+](=O)[O-])s1	-2	102	3	1	-2	104	30	-6	41

Three entries picked at random from those above, as already listed:
no.	SMILES	FID counter	MEKK3 PB1 HTS	SUMO HTRF inh	MEKK2 mut-MEK5	NS3 helicase inh	MEKK2 WT-MEK5	CRFR2-BP antag	GalR3 antagonist	CRFBP-R2 agonist
52	O=S(=O)(CCOc1ccccc1)c1nc2ccccc2[nH]1	-5	104	14	1	4	103	0	0	-0.6
68	Cc1cc(=O)[nH]c(SCC(=O)Nc2nnc(CC(C)C)s2)n1	1	102	-21	2	0	100	25	-1	0.5
62	COc1ccc(-n2cnc3cc(NCc4cccs4)ccc32)cc1	-14	nt	-5	nt	-23	nt	-27	-3	1.8

Bioassay records deposited in PubChem by several laboratories.
